rTrxR1 inhibitor: blocks rat thioredoxin reductase 1 | recombinant rTrxR1, NADPH fluorescence consumption, selenite substrate | 390,000 tested, 1% active | O89049 | Potency, µM (titrated, usually from 114 µM), for the others: at the top dose activity change, negative = inhibition, usual class: inhibitors; further: potency means the concentration at half of the fitted maximal effect; on the % scale 0 is the no-effect control and ±100 the full control effect; nearly all actives have a fitted effect of over 65% in size
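Rat TrxR1 (90 nM in the dispensed reagent) was pre-reduced with 400 uM NADPH for 5 min at room temperature, then incubated with compound for 15 min. After 400 uM selenite was added, NADPH fluorescence (Ex 340/Em 450 nm) was followed for 8 min.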
Pin1 inh: blocks the human prolyl isomerase Pin1; Pin1 FP peptide displacement, HiFluor488, 10 min; Potency, µM (highest dose often 115 µM), without a hit: at the highest dose activity, negative = inhibition, actives largely listed as inhibitors; 390,000 tested, 0.009% active; AID 504891; active means well fitted inhibition curve with a large enough effect in the polarisation, with a control signal flat, not every such curve was filed as active; inconclusive means small, poorly fitted or top-dose-only effect, or effect the other way, or a change in a side signal; inactive means no such curve, though single readings can be large or run the other way; the % refers to the polarisation; further: potency means the concentration at half of the fitted maximal effect; on the % scale 0 is the no-effect control and ±100 the full control effect
HP1b binding inh: blocks HP1-beta chromodomain binding to methylated histone tails. P83916. AlphaScreen HP1-beta / biotin-H3K9me3 peptide binding. Potency, µM (highest dose often 114 µM), for the others: top-dose activity change, negative = inhibition, hits mostly inhibitors. 390,000 tested, 0.56% active; further: potency means the concentration at half of the fitted maximal effect; nearly all actives have a fitted effect of over 70% in size; inactives centre near 23
Target sequence (P83916 whole entry, looked up): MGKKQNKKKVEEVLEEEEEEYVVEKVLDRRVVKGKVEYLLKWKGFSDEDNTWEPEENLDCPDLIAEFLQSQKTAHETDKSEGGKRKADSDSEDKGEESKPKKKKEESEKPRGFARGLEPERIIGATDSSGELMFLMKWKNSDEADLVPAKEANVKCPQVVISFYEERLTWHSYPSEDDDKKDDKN
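HP1-beta protein (50 nM final) preincubated 30 min at room temperature with biotinylated H3(1-18)K9me3 peptide (50 nM) in PBS pH 7.4, 0.01% Tween-20, then compound added for 30 min. AlphaScreen streptavidin donor/nickel chelate acceptor beads (10 ug/mL final), 30 min dark, luminescence read.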
GLS inhibitor: blocks human kidney-isoform glutaminase activity | O94925 | 410,000 tested, 0.21% active | AID 624170 | GLS enzymatic activity, qHTS titration | Potency, µM (highest dose often 45.5 µM), for the others: top-dose activity change, negative = inhibition, most hits filed as inhibitors; further: potency means the concentration at half of the fitted maximal effect; on the % scale 0 is the no-effect control and ±100 the full control effect
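hKGA in 45 mM KH2PO4 pH 8.2, 0.02% Tween-20 with pin-transferred compounds; 1 mM L-glutamine (stock) plus glutamate oxidase/HRP/Amplex Red coupling added. Fluorescence read initially and after 30 min at RT.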
PGK inhibitor: inhibitors of T. brucei phosphoglycerate kinase. P07378. 380,000 tested, 0.043% active. Potency, µM (highest dose often 57.5 µM), inactives show top-dose activity change, negative = inhibition, actives largely listed as inhibitors. PGK/GAPDH coupled, Kinase-Glo luminescence, 60 min; further: potency means the concentration at half of the fitted maximal effect; on the % scale 0 is the no-effect control and ±100 the full control effect; nearly all actives have a fitted effect of over 60% in size
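Luminescent ATP detection (Kinase-Glo Plus) follows a 60-minute room-temperature incubation, with wells lacking PGK as controls. Buffer: 100 mM TEA (pH 7.6), 5 mM MgCl2, 0.01% Tween-20. Coupling enzyme GAPDH (100 nM final) supplies unstable 1,3-BPG in-well.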
USP1 inh: USP1/UAF1 (human) deubiquitinase inhibition. Potency, µM (highest dose often 57.1 µM), inactives show at the top dose activity change, negative = inhibition, actives largely listed as inhibitors. 390,000 tested, 0.23% active. recombinant USP1/UAF1, Ub-Rhodamine cleavage fluorescence; further: potency means the concentration at half of the fitted maximal effect; on the % scale 0 is the no-effect control and ±100 the full control effect; nearly all actives have a fitted effect of over 60% in size; inactives centre near -12
Target sequence (O94782 whole entry, looked up): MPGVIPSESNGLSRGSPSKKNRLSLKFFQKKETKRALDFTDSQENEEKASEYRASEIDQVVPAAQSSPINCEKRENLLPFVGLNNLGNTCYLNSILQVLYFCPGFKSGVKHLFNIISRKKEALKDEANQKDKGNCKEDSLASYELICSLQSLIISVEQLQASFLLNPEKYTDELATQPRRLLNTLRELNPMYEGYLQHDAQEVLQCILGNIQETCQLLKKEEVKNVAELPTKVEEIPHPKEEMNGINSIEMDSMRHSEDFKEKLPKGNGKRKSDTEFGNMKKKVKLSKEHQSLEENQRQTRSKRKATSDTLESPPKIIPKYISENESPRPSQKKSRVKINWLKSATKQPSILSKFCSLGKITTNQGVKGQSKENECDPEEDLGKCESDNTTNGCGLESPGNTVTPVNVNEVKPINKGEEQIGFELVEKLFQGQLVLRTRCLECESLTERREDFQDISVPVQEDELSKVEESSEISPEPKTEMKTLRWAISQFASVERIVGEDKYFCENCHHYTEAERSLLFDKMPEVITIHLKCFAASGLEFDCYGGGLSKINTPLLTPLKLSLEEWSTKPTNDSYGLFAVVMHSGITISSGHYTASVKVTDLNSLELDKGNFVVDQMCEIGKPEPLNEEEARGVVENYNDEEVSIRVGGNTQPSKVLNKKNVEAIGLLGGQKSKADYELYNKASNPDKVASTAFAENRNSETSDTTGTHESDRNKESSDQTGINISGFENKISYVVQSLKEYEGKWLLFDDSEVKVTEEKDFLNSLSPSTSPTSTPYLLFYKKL
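USP1/UAF1 complex at 1 nM was preincubated with compound for 15 min at room temperature, then Ub-Rho substrate (150nM final) was added. Fluorescence (480/540 nm) was read kinetically, 6 reads every 60 seconds.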
PI4K2A block: PI4K2A (human) kinase inhibition; activity change, negative = inhibition, % at 76.9 µM; purified PI4K2A, ADP-Glo luminescence, 1 h; stronger effect = lower value; Q9BTU6; 420,000 tested, 0.13% active; AID 1346378; in the data active means activity change below about -50%; inconclusive means mostly about -30% to -49%;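 further: -100% = wells without enzyme as full effect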
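Compounds are screened against recombinant PI4K2A using PI as substrate and ATP, the latter dispensed at 300 microM. Reactions run one hour at ambient temperature before ADP-Glo detection; full inhibition defined by wells lacking enzyme.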
TrxR1 substrate: rat thioredoxin reductase 1 substrate activity | O89049 | purified TrxR1 substrate turnover, NADPH consumption readout | Potency, µM (top dose mostly 114 µM), inactives show top-dose activity change, negative = substrate turnover | 390,000 tested, 0.01% active; further: potency means the concentration at half of the fitted maximal effect; on the % scale 0 is the no-effect control and ±100 the full control effect; nearly all actives have a fitted effect of over 50% in size
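Rat TrxR1, dispensed at 90 nM, was prereduced with 400 uM NADPH (final) for 5 min at ~22 deg C, then incubated with compound 15 min before 400 uM selenite. A first-read NADPH fluorescence drop versus no-compound background flagged substrates.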
mIDH1 inhibitor: inhibitors of human mutant IDH1 R132H | O75874 | IDH1-R132H enzyme, NADPH consumption, diaphorase/resazurin fluorescence | Potency, µM (titrated, usually from 76.6 µM), without a hit: top-dose activity change, negative = inhibition, most hits filed as inhibitors | 390,000 tested, 0.093% active | AID 602179; further: potency means the concentration at half of the fitted maximal effect; on the % scale 0 is the no-effect control and ±100 the full control effect; nearly all actives have a fitted effect of over 65% in size
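IDH1-R132H (0.5 ug/mL dispensed) in pH 7.5 Tris buffer was preincubated 30 min with compound, then given a substrate mix of 0.016 mM NADPH and 2 mM alpha-KG for 80 min at room temperature; remaining NADPH was read by diaphorase/resazurin fluorescence.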
* hit, by the source's call; i = inactive; ? = inconclusive; / = not tested or not shown; [ ] = dose if it differs, or a comment. Unless noted, the call rests on the fitted dose curve; in most records, active means well fitted curve in the direction sought with a large enough effect; inconclusive means small, poorly fitted or top-dose-only effect, or another doubt; inactive means no such curve, though single readings can be large; an effect the other way counts as inactive or inconclusive. An excerpt; count on the stated rates, not on these rows.

SMILES | rTrxR1 inhibitor | Pin1 inh | HP1b binding inh | GLS inhibitor | PGK inhibitor | USP1 inh | PI4K2A block | TrxR1 substrate | mIDH1 inhibitor
COc1cc(C(=O)OCC(=O)Nc2ccc(S(=O)(=O)NC3=NCCCCC3)cc2)cc(OC)c1OC | 11% | 1% | 38% | -2% | 2% | -8% | 0 | 1% | 1%
CN(C)C(CNC(=O)C1CCN(S(=O)(=O)c2ccc(Cl)cc2)CC1)c1ccccc1 (centres undefined) | 8%[57.1 µM] | 2% | 17% | 6% | -8% | -11% | 1 | 4%[57.1 µM] | 0%
Cc1ccccc1CC1(CO)CCCN(C(=O)CCC(F)(F)F)C1 (centres undefined) | 11%[57.1 µM] | 3% | 15% | 1% | i | -1% | 2 | -9% | 7%
CN(C)c1ccc(C(=O)NNC(=O)Nc2ccccc2)cc1 | 0%[57.1 µM] | -10% | 44%[activator] | 21% | 0% | -12% | 3 | -4%[57.1 µM] | 0%
CC(Cc1ccccc1)NC(=O)/C=C/c1ccc([N+](=O)[O-])cc1 (centres undefined) | 4%[57.1 µM] | -2% | 11% | -9% | -10% | -19% | -1 | -2%[57.1 µM] | 3%
CCOC(=O)c1cc2c(ccn2C)n1CC(=O)N1C(C)CCCC1C (centres undefined) | -16% | 3% | 22% | 8% | 1% | -6% | -1 | -17% | -9%
CCCCn1nc(C(=O)NC2=NCCS2)c2ccccc2c1=O | -6% | 4% | 20% | 0% | -4% | -20% | 5 | -9% | 6%
CCCCNC(=O)CCC(=O)Nc1ccc2nc(N3CCCCC3)cc(C)c2c1 | 33% | -2% | 66%[activator] | 6% | -3% | -14% | 1 | 100%[activator] | 2%
Cc1[nH]c(C)c(S(=O)(=O)Nc2ccccc2)c1C(=O)N1CCCC1 | 12% | -8% | 42%[activator] | 0% | -11% | -23% | -6 | 0% | -4%
Cc1cccc(NC(=O)Cn2cc(C(=O)C3CC3)c3ccccc32)c1 | 19%[57.1 µM] | -3% | 24% | -13% | -2% | -25% | -3 | 8%[57.1 µM] | 2%
O=c1oc2ccccc2c(NC2CCCCC2)c1NS(=O)(=O)c1ccc(F)c(Cl)c1 | 4% | -5% | 44%[activator] | 14% | -10% | -14% | 2 | -8% | -5%
O=C(COC(=O)[C@H](Cc1ccccc1)NC(=O)c1ccco1)NCc1ccccc1 | -13% | 9% | 20% | / | -9% | -1% | -4 | -2% | 0%
COc1cccc(C(=O)N(Cc2nc(-c3ccc(Cl)cc3)no2)C(C)C)c1OC | 19% | -1% | 25% | 1% | -5% | -5% | 0 | -8% | 2%
COc1cccc(-n2cnc3sc(C)cc3c2=O)c1 | 31%[57.1 µM] | -2% | 5% | -9% | -1% | 10% | -6 | 8%[57.1 µM] | 0%
Cc1nnsc1S(=O)c1ccc(Br)cc1 (centres undefined) | -13% | 1% | 18% | -1% | -2% | -13% | -4 | -3% | 0%
C[C@H](NC(=O)c1nc[nH]c1C(=O)N[C@@H](CCCCNC(=O)OC(C)(C)C)C(=O)OC(C)(C)C)C(=O)OCc1ccccc1 | 8%[57.1 µM] | -1% | 41%[activator] | 1% | 5% | 5% | -1 | -2%[57.1 µM] | 1%
COc1ccc(CN2CCCCC2C(=O)Nc2ccc(OC)c(OC)c2)cc1OC (centres undefined) | 16% | -3% | 16% | -21% | -2% | -6% | -1 | 9%[57.1 µM] | 0%
O=C(COC(=O)[C@@H]1CCCN1S(=O)(=O)c1ccc(Cl)cc1)NC1CC1 | -16% | -4% | 30% | -1% | -3% | -16% | 0 | -9% | 1%
O=C(CCn1c(=O)sc2ccccc21)Nc1nccs1 | 10%[57.1 µM] | 1% | 12% | 27% | 4% | -1% | 0 | 8%[57.1 µM] | 5%
O=C(CCNC(=O)c1ccc(Cl)cc1)NN1C(=O)NC2(CCCCC2)C1=O | 0% | 0% | 19% | 0% | i | -9% | -7 | -7% | -2%
CNC(=O)c1[nH]cnc1C(=O)NCC(=O)OC(C)(C)C | 2% | -9% | 45%[activator] | 2% | 1% | 12% | -2 | -3% | 1%
Cc1ccc(C2N(c3cccc(Cl)c3)C(=O)C3CCCN32)o1 (centres undefined) | -6% | 9% | 18% | -7% | -6% | -12% | 0 | -4% | -1%
CC(C)n1c(CNC(=O)c2ccccc2)nc2ccccc21 | 11%[57.1 µM] | ? | 46%[activator] | -7% | i | -4% | -1 | 0%[57.1 µM] | 1%
O=C1CC(c2ccccc2)n2nc(NC(=O)c3cccs3)nc2N1 (centres undefined) | -1% | -2% | 17% | 5% | -5% | 5% | 3 | 2% | 7%
O=C(NCc1cccc(C(F)(F)F)c1)c1cc(-c2ccccc2)nn1CC1CC(c2cccnc2)=NO1 (centres undefined) | 27% | ? | 11% | 7% | -2% | 1% | -1 | -7% | 3%
O=C(c1cccs1)N1CCN(c2nnc(-c3ccccc3)c3ccccc23)CC1 | 13%[57.1 µM] | -1% | 38% | -5% | -8% | -21% | 3 | -8% | 4%
COc1cccc(C(=O)Nc2ccc(NC(=O)C3CC3)cn2)c1 | 6% | -4% | 31% | 1% | -5% | 3% | -27 | 0% | 1%
Cc1ccc(NC2CCCN(C(=O)c3ccc(F)cc3)C2)cc1C (centres undefined) | 18%[57.1 µM] | 5% | 1% | ? | -1% | -5% | -5 | 3%[57.1 µM] | -2%
COc1ccc(/C=C2\Cc3ccccc3C2=O)cc1OC | 6%[57.1 µM] | 2% | 19% | -3% | -6% | -19% | -2 | 4%[57.1 µM] | -1%
O=C(O)COc1ccccc1/C=N/NC(=O)CSc1nc2ccccc2n1Cc1ccccc1Cl | 4% | ? | 1% | ? | -6% | -17% | -2 | -5% | -2%
O=C(Nc1cccc(Cl)c1)c1cnc2sc(N3CCCC3)nn2c1=O | -1%[57.1 µM] | -5% | -15% | -6% | / | 5% | -5 | 1%[57.1 µM] | /
COc1ccccc1C1C(C#N)=C(N)Oc2c1oc(CO)cc2=O (centres undefined) | 9% | 1% | 49%[activator] | 18% | -4% | -11% | -2 | -1% | -11%
OC(c1ccc(Cl)cc1)C(CN1CCOCC1)c1ccccc1 (centres undefined) | -15% | 1% | 77%[activator] | -21% | -7% | -11% | 6 | -11% | 3%
COc1ccc(-c2noc(C(C)NC(=O)c3ccco3)n2)cc1OC (centres undefined) | 18% | 1% | 16% | 1% | -5% | -25% | -4 | 3% | -1%
O=C(CCS(=O)(=O)c1ccc(Br)cc1)NCCc1ccccc1 | -14% | -27% | ? | -6% | ? | -23% | -7 | 6% | 9%
CCOc1ccc(C(C)C)cc1S(=O)(=O)Nc1ccc(Cl)cn1 | 6%[57.1 µM] | -4% | 33% | -3% | -2% | -21% | -9 | 2%[57.1 µM] | 1%
COc1ccc(CNC2CCCCC2C)c(OC)c1 (centres undefined) | 26% | 2% | ? | 4% | -7% | -15% | 3 | 120%[activator] | 4%
CC1(C)C2CCC1(C)C(OC(=O)C[n+]1ccccc1N)C2 (centres undefined) | -1% | 3% | 40%[activator] | -5% | 8% | -19% | 0 | 31%[activator] | -8%
O=C(NCc1ccccc1F)C1CCCN1C(=O)Nc1ccccc1 (centres undefined) | 31% | 0% | 41%[activator] | 9% | -22% | -18% | 1 | 6% | 1%
O=C(O)CC1(O)C(=O)N(Cc2ccccc2)c2ccccc21 (centres undefined) | 10%[57.1 µM] | 4% | 19% | 0% | -2% | -5% | 1 | 8%[57.1 µM] | -6%

Whole records, quoted from the list.
`COc1ccc(CNC2CCCCC2C)c(OC)c1` (centres undefined) across the screens: rTrxR1 inhibitor: 26%; Pin1 inh: 2%; HP1b binding inh: ?; GLS inhibitor: 4%; PGK inhibitor: -7%; USP1 inh: -15%; PI4K2A block: 3; TrxR1 substrate: 120%[activator]; mIDH1 inhibitor: 4%
`CCOc1ccc(C(C)C)cc1S(=O)(=O)Nc1ccc(Cl)cn1` across the screens: rTrxR1 inhibitor: 6%[57.1 µM]; Pin1 inh: -4%; HP1b binding inh: 33%; GLS inhibitor: -3%; PGK inhibitor: -2%; USP1 inh: -21%; PI4K2A block: -9; TrxR1 substrate: 2%[57.1 µM]; mIDH1 inhibitor: 1%

Following part
SMILES | rTrxR1 inhibitor | Pin1 inh | HP1b binding inh | GLS inhibitor | PGK inhibitor | USP1 inh | PI4K2A block | TrxR1 substrate | mIDH1 inhibitor
CCc1nnc(NC(=O)CCC(=O)NCc2ccc(C)cc2)s1 | 19% | 3% | 25% | 1% | 1% | -5% | 3 | 0% | 4%
Cc1nc(C)c(-c2ccc(SCc3ccc([N+](=O)[O-])cc3)nn2)s1 | 3%[57.1 µM] | 6% | 18% | 12% | 2% | -3% | 2 | 6%[57.1 µM] | -16%
Cc1ccc(C(=O)Nc2cccc(S(=O)(=O)N3CCCC3)c2)o1 | -5% | -8% | 13% | 3% | -4% | -7% | -19 | -3% | 25%
CC(C)C(=O)Nc1ccc(NC(=O)c2ccccn2)cn1 | -1% | 4% | 14% | 3% | -13% | -18% | -13 | -2% | 1%
CCC1CN(C(=O)N2CCC(C(=O)NCCN(CC)CC)CC2)c2ccccc2O1 (centres undefined) | 27% | 8% | 2% | 3% | 10% | ? | 0 | -1% | 14%
Cc1ccc(C(=O)NCc2ccc(Cl)cc2)cc1S(=O)(=O)N1CCCCC1 | 5% | -5% | 27% | 17% | i | 3% | 0 | -4% | 4%
Cc1cc(C)n(-c2nc3c(c(=O)[nH]c(=O)n3C)n2C)n1 | 11% | 0% | 10% | 8% | -9% | 5% | -1 | 1% | 2%
